Screening results from PubChem.
A3A deaminase: inhibitors of human APOBEC3A DNA deaminase | 330,000 compounds, 0.41% hits | inhibition, % at 20 µM | P31941 | recombinant A3A, FAM/TAMRA ssDNA deamination fluorescence;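 active = at least 40% inhibition at 20 µM here, with at most 30% in a related deaminase screen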;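 note: plate controls were A3A with DMSO for no effect and wells lacking A3A enzyme for full effect; some results filed as inactive read as strong as hits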
Target sequence (P31941 whole entry, looked up): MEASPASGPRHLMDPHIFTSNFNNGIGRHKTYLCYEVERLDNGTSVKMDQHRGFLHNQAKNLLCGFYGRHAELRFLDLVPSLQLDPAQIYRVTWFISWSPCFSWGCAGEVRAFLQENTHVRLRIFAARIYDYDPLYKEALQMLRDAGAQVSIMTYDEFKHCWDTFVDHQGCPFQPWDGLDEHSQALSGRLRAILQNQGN
hIAP act: increases human intestinal alkaline phosphatase activity; purified human IAP, CDP-Star luminescence, 30 min; stronger effect = higher value; 1 = vehicle-only enzyme, 0 = enzyme-free background; activation factor at 10 µM; 330,000 compounds, 0.16% hits;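 active = activation factor of the enzyme at least 2-fold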; note: the source names both 10 and 20 µM as test concentration; values of inactives mirror those of a sister screen read the other way
mIAP act: increases mouse intestinal alkaline phosphatase activity; muIAP, CDP-Star luminescence, 30 min; stronger effect = higher value; 1 = vehicle-only enzyme signal, 0 = enzyme-free wells; activation factor at 10 µM; 330,000 compounds, 0.24% hits; AID 2805;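 active = activation factor of at least 2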; note: the source names both 10 and 20 µM as test concentration; values of inactives mirror those of a sister screen read the other way
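Assay system: mouse IAP enzyme / Compound: DMSO-dissolved test compounds / Timing: 30 min, room temperature / Measured by: luminescence from enzymatic CDP-Star hydrolysis / Control set: DMSO-only wells, enzyme-free buffer wells as negative control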
hIAP inh: blocks human intestinal alkaline phosphatase; 330,000 compounds, 0.12% hits; inhibition, % at 10 µM; AID 2544; P09923; purified IAP, CDP-Star luminescence, 30 min;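 active = inhibition reaching a set limit with compound at 10 µM in the primary screen, cut at about 35% in these data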;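 note: plate controls were DMSO wells with enzyme for no effect and no-enzyme buffer wells for full effect; values of inactives mirror those of a sister screen read the other way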
mIAP inh: mouse IAP inhibition; purified mouse IAP, CDP-Star luminescence, 30 min; inhibition, % at 10 µM; 330,000 compounds, 0.2% hits; AID 2806;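 active = inhibition of at least 40% at 10 µM in the primary screen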;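 note: plate controls were DMSO with enzyme for no effect and no enzyme wells for full effect; values of inactives mirror those of a sister screen read the other way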
ATG4B inh: inhibitors of human ATG4B cysteine protease. 340,000 compounds, 0.51% hits. inhibition, % at 8.33 µM. Q9Y4P1. ATG4B cleavage of LC3-PLA2, NBD-HPC fluorescence, 1 h; in the data active = inhibition above about 40%
Target sequence (Q9Y4P1 whole entry, looked up): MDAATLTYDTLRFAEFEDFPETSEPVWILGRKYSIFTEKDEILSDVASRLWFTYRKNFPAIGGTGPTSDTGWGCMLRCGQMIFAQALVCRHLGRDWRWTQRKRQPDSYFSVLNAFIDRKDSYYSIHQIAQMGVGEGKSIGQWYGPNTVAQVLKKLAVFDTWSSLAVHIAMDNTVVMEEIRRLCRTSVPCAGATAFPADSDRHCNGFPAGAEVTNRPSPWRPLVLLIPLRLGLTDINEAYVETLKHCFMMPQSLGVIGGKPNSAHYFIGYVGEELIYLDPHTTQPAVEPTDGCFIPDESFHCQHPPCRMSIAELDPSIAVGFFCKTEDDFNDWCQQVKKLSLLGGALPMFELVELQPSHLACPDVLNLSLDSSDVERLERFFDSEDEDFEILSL
MIN6 prolif: MIN6 beta-cell proliferation induction; MIN6 cells proliferation, ATPlite luminescence, 48 h; cells starved in 0.2% serum; 100% = growth in 10% serum; proliferation, % at 10 µM; 330,000 compounds, 0.29% hits; AID 2380;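 active = compounds whose signal lies at least 3.5 SD above the mean of all wells on their plate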;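 note: 0% = DMSO-treated cells in low-serum medium and 100% = 10% serum control; some compounds called inactive have numbers as strong as hits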
MPTP inh: blocks calcium-induced mitochondrial swelling. AID 602449. inhibition, % at 10 µM. 360,000 compounds, 1.4% hits. isolated mouse mitochondria, Ca2+ swelling absorbance, 30 min;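 active = inhibition of 50% or more, scaled per plate between neutral and stimulator controls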;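 note: 0% = DMSO wells given calcium and 100% = 1 mM EGTA wells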
APOBEC3G inh: inhibitors of human APOBEC3G DNA deaminase; recombinant A3G, ssDNA deamination FAM/TAMRA fluorescence; AID 493012; Q9HC16; 330,000 compounds, 0.28% hits; inhibition, % at 20 µM;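 active = inhibition of at least 40% at 20 µM, with no more than 30% in the related APOBEC3A deaminase screen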;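 note: plate controls were DMSO wells with A3G for no effect and wells lacking A3G enzyme for full effect; some compounds called inactive have numbers as strong as hits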
Target sequence (Q9HC16 whole entry, looked up): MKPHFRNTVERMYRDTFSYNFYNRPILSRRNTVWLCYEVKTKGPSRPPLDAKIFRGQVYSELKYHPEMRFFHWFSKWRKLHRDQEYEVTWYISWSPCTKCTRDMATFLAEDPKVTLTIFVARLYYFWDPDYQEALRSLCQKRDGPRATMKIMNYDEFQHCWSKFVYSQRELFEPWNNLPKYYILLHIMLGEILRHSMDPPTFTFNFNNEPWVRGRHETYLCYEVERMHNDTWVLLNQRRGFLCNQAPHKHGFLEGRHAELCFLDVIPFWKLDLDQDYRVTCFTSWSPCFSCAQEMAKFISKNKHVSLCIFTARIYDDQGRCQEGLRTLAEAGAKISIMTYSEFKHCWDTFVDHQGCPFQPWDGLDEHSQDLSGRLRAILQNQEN
The depositor's hits bear a star; & = joins results of further samples.

#	smiles	A3A deaminase	hIAP act	mIAP act	hIAP inh	mIAP inh	ATG4B inh	MIN6 prolif	MPTP inh	APOBEC3G inh
1	Cc1ccc(-c2csc(NC(=O)C[n+]3cc(-c4ccccc4)n4c3CCC4)n2)cc1	0.4	0.948	1.01	5.2	-0.7	2.7	-3.0	1.9	-4.5
2	O=C(CCc1ccccc1)Nc1ccc(NC(=O)c2ccco2)cc1	-0.9	1.01	1.05	-1.2	-4.8	-7.4	-3.5	-0.7	-4.8
3	CCCCCCOc1ccc(OC(=O)c2cccnc2)cc1	1.7	1.03	0.999	-3.1	0.1	-7.9	-2.0	4.1	-4.5
4	COc1ccc(Cl)cc1NC(=O)COC(=O)CCCN1C(=O)c2ccccc2C1=O	1.4	0.91	0.893	9.0	10.7	-5.1	-1.6	0.2	-3.5
5	O=C(COc1ccc2ccccc2c1)Nc1ccncc1	-0.7	1.03	1.2	-3.4	-20.2	-12.3	-6.4	97.9*	6.1
6	CC(C)NCC(O)c1ccc(NS(C)(=O)=O)cc1 (stereo not drawn)	1.5	1.04	1.01	-4.5	-0.7	-1.8	0.8	-4.5	3.5
7	COc1ccc(NC(=O)CSc2nc(O)cc(=O)n2-c2ccccc2OC)cc1	0.6	0.879	0.868	12.1	13.2	-8.0	-3.1	-0.7	-4.0
8	Cn1cccc1C(=O)/C(C#N)=C/c1ccc(F)cc1	-0.9	0.992	1.04	0.8	-4.0	12.4	-4.4	0.2	-2.6
9	COC(=O)N/N=C\c1cccc(OC(=O)c2cccs2)c1	-1.1	0.875	0.969	12.5	3.1	-4.2	-3.4	-1.1	-4.7
10	Cc1ccc(C)c(C(=O)C(C)Sc2nc3nn(-c4ccccc4)c(=O)c-3c3n2CCCCC3)c1 (stereo not drawn)	-5.2	0.958	0.883	4.2	11.7	0.7	-0.6	1.2	-8.4
11	Cc1ccc(S(=O)(=O)NCc2ccc(C(=O)N3CCCC3)cc2)cc1	-1.5	1.05	1.01	-5.2	-0.9	1.5	-0.9	-0.2	-8.4
12	COc1ccc(CN(CC(=O)NC(C)C)C(=O)CCC(=O)Nc2nccs2)cc1	-0.2	1.02	1.06	-1.6	-6.2	14.9	0.0	0.6	-1.2
13	COC(=O)C(C)Oc1ccc2c(-c3cccc([N+](=O)[O-])c3)cc(=O)oc2c1 (stereo not drawn)	-6.8	1.09	1.02	-9.4	-1.9	-12.8	-3.3	-1.3	-5.3
14	O=C1CCC(=O)N1CC(O)COc1ccccc1 (stereo not drawn)	-4.7	1.1	1.01	-10.0	-1.4	-5.8	-1.0	-0.6	-5.4
15	O=C(Nc1cccc(O)c1)c1cccc(NC(=O)c2cccs2)c1	-5.1	0.872	1.05	12.8	-5.0	-19.9	-4.2	-0.4	-10.1
16	CCN1CCCC1CNC(=O)CCc1nc(-c2ccc(C)cc2)no1 (stereo not drawn)	0.4	0.773	1.02	22.7	-2.3	-4.3	-0.6	2.1	-4.0
17	Cc1ccc(S(=O)(=O)NNC(=O)C(=O)NNS(=O)(=O)c2ccc(C)cc2)cc1	-0.1	0.966	0.708	3.4	29.2	7.7	-0.9	0.6	-3.0
18	O=C1CCCN2N=C(SCC(=O)Nc3ccc(Cl)cc3)SC2=N1	-1.7	0.893	0.883	10.7	11.7	4.9	3.6	-1.2	-8.3
19	CC1Cc2cc(S(=O)(=O)N3CCC(C(=O)Nc4ccccn4)CC3)ccc2N1C(=O)C1CCC1 (stereo not drawn)	-1.1	0.846	0.996	15.4	0.4	3.2	-1.6	-1.5	-4.7
20	O=C(COC(=O)CCNS(=O)(=O)c1ccc(Cl)cc1)NCc1ccco1	-1.1	0.872	0.93	12.8	7.0	-9.7	-2.1	-2.7	0.3
21	Cc1nc(NC(=O)CSc2nnc(-c3ccccc3)c(-c3ccccc3)n2)c(Cl)cc1Cl	1.1	0.96	0.909	4.0	9.1	23.2	0.0	1.8	-4.5
22	Cc1ccc2oc(C(Cl)(Cl)Cl)cc(=O)c2c1	-2.2	0.951	1.01	4.9	-1.2	-5.4	-4.3	-1.0	7.0
23	Cc1occc1-c1nnc(SCC(=O)NC(C)(C)C)n1CC(C)C	-0.8	1.01	0.935	-1.1	6.5	-9.6	-1.0	-0.4	-5.6
24	COc1cccc(C(C#N)N2CCOCC2)c1 (stereo not drawn)	1.3	0.889	0.893	11.1	10.7	-0.5	0.4	-13.2	-3.9
25	Cc1cc[n+](-c2[nH]c(=O)sc2/C=N/NC(=O)c2ccccc2[O-])cc1C	-3.5	0.981	0.811	1.9	18.9	-6.1	-3.2	0.7	-6.2
26	CCOc1ccc2[nH]cc(S(=O)(=O)c3ccc(C)cc3)c(=O)c2c1	0.4	0.923	1.03	7.7	-3.2	-2.0	-1.6	-0.7	-6.5
27	Cc1ccc(N2CSC3=C(C#N)C(c4cccs4)CC(=O)N3C2)cc1 (stereo not drawn)	13.1	1.14	0.536	-13.7	46.4*	32.6	-4.5	0.2	45.2*
28	CCc1ccc2[nH]c(=O)c(CN(CCO)C(=O)NCc3ccccc3)cc2c1	-0.9	0.919	0.92	8.1	8.0	-4.9	0.4	-6.2	-1.8
29	O=C(/C=C/c1ccccc1)Nc1ccc(N2CCCCC2)cc1	1.0	0.853	0.988	14.7	1.2	0.8	-1.5	27.2	-5.6
30	Cc1nnc(SCC(=O)NC2CCCCCC2)n1C	1.0	1.08	0.964	-7.7	3.6	-8.4	-2.8	-0.6	-2.2

Continued; it opens with the two that closed the last part.
#	smiles	A3A deaminase	hIAP act	mIAP act	hIAP inh	mIAP inh	ATG4B inh	MIN6 prolif	MPTP inh	APOBEC3G inh
29	O=C(/C=C/c1ccccc1)Nc1ccc(N2CCCCC2)cc1	1.0	0.853	0.988	14.7	1.2	0.8	-1.5	27.2	-5.6
30	Cc1nnc(SCC(=O)NC2CCCCCC2)n1C	1.0	1.08	0.964	-7.7	3.6	-8.4	-2.8	-0.6	-2.2
31	COc1ccc(OC)c(S(=O)(=O)N2Cc3ccccc3CC2C(=O)Nc2nccs2)c1 (stereo not drawn)	-2.9	1.33	1.03	-33.1	-3.1	-1.0	-2.7	1.8	3.6
32	O=C(C[n+]1cc(-c2ccc(Cl)cc2)n2c1CCC2)Nc1nc(-c2ccccc2)cs1	5.6	1.1	0.843	-10.3	15.7	-4.8	-2.9	-0.5	2.5
33	CSc1n[nH]c(-c2sccc2OCc2ccc(C)cc2)n1	0.3	1.02	0.94	-2.5	6.0	-10.0	-0.7	2.5	-1.9
34	CCNC(=S)N(CCc1c(C)[nH]c2ccc(Cl)cc12)Cc1cccnc1	0.9	1.12	1.06	-12.3	-5.9	-12.1	-4.6	3.1	-1.8
35	Cn1c(=O)n(CC(N)=O)c(=O)c2c1nc1n2CCCN1Cc1ccccc1	-1.3	1.14	1.04	-14.2	-4.0	-12.6	2.1	0.4	-1.7
36	O=C(COC(=O)C1CCN(c2ccc(C(F)(F)F)cn2)CC1)Nc1ccc(Cl)cc1	-0.4	1.49	1.02	-48.8	-2.5	-4.0	-1.9	1.8	-7.9
37	CN(C)CCCNC(=O)/C=C/c1ccc2c(c1)OCO2	3.2	0.961	1.14	3.9	-14.4	-5.0	3.6	1.3	-2.2
38	O=C(Nc1ccc2c(c1)OCCO2)C1CCCC1	-1.9	0.867	1.02	13.3	-2.2	2.9	0.5	-1.6	-6.1
39	Cn1c(=O)c2c(nc(N3CCN(C(=O)c4ccco4)CC3)n2CCSc2ncccn2)n(C)c1=O	0.4	1	1.08	-0.4	-7.7	-2.5	-1.1	0.0	-0.8
40	COc1ccc(C(CNC(=O)CNC(=O)c2ccccc2Cl)N2CCCC2)cc1 (stereo not drawn)	-3.3	1.03	0.998	-2.6	0.2	-1.3	-1.4	-1.3	-3.8
41	CC(NC(=O)c1cc(S(=O)(=O)N2CCOCC2)ccc1F)c1ccc(-n2ccnc2)cc1 (stereo not drawn)	-1.6	0.888	0.936	11.2	6.4	-4.8	3.7	-0.5	-5.9
42	Cc1cccc(C(=O)N2CCN(c3ccc(N4CCOCC4)nn3)CC2)c1	-1.0	0.986	0.914	1.4	8.6	25.9	-1.5	1.1	-3.6
43	CCCCN(C(=O)c1cc(S(=O)(=O)N2CCCCCC2)ccc1OC)c1c(N)n(CCC)c(=O)[nH]c1=O	-1.7	1.16	1.03	-15.9	-3.4	7.0	-1.7	0.3	-7.6
44	CCCCNC(=O)OC(C)CNC(=O)OC (stereo not drawn)	-3.0	1.03	0.98	-3.0	2.0	5.3	-0.6	0.0	-5.1
45	Cc1ccc(OCCCn2c(=O)sc3ccccc32)cc1	3.4	1.23	0.652	-22.9	34.8	-2.9	-2.1	0.1	1.9
46	O=C(CN1c2ccccc2Sc2ccccc21)NNC(=S)Nc1ccc(Cl)cc1	-7.7	1.1	1.01	-9.6	-1.1	32.9	-6.4	63.2*	-4.9
47	CCOC(=O)N1CCC(NC(=O)C2CCCN(Cc3nc(-c4cccc(C)c4)oc3C)C2)CC1 (stereo not drawn)	-5.0	1.15	1.01	-15.0	-0.9	-7.2	-4.2	1.1	-6.3
48	Cc1cc(=O)oc2cc(OC(C)C)ccc12	-1.6	1.22	0.902	-21.5	9.8	1.9	-2.1	-0.7	-1.6
49	COc1ccc2c(C(=O)CN3CCN(CCO)CC3)c[nH]c2c1	-2.2	1.05	1.01	-5.5	-0.6	-12.8	-5.0	-1.0	-1.8
50	CC(=O)Nc1nc(C)c(CCC2OCCO2)c(=O)[nH]1	-1.4	0.892	0.924	10.8	7.6	4.9	-0.6	0.4	-2.4
51	Cc1ccc(-c2nn3c(C)nnc3c3ccccc23)cc1S(=O)(=O)NC(C)(C)CO	2.6	1.07	0.929	-6.7	7.1	-9.9	-5.1	2.3	1.1
52	COc1ccc(NC(=O)C2CCC(CNc3c(N4CCCCC4)c(=O)c3=O)CC2)cc1OC (stereo not drawn)	-0.9	0.918	0.876	8.2	12.4	0.7&-8.4	0.4	-0.1&-0.4	-2.7
53	O=C(NNC(=O)c1cccs1)c1ccco1	0.5	0.888	0.842	11.2	15.8	-4.7	2.3	-1.2	1.2
